Vif-APOBEC3F blk – qHTS for Inhibitors of Vif-A3F Interactions: qHTS. HeLa A3F-eYFP + Vif (tagged APOBEC3F with the HIV-1 protein that degrades it), YFP fluorescence increase. Potency, µM (highest dose often 46.1 µM), for the others: at the highest dose activity, negative = active. 390,000 tested, 0.2% active; note: potency is the fitted concentration of half-maximal effect; % of control where 0% means no effect; nearly all actives have a fitted effect of over 65% in size
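HeLa cells stably expressing A3F-eYFP plus Vif, plated and incubated overnight at 37 deg C, then exposed to compounds overnight at 37 deg C. Blocked degradation read as raised yellow fluorescence (Ex 488/Em 500-530).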
USP1 inh – Inhibitors of USP1/UAF1: Primary Screen; recombinant USP1/UAF1, Ub-Rhodamine cleavage fluorescence; AID 743255, 2014; Ubiquitin carboxyl-terminal hydrolase 1 (Homo sapiens), O94782; Potency, µM (doses to about 57.1 µM), without a hit: top-dose activity change, negative = inhibition, most hits filed as inhibitors; 390,000 tested, 0.23% active; note: potency is the fitted concentration of half-maximal effect; % is set by controls: 0 for no effect and ±100 for the full control effect; nearly all actives have a fitted effect of over 60% in size; inactives centre near -12
Target sequence (O94782 whole entry, looked up): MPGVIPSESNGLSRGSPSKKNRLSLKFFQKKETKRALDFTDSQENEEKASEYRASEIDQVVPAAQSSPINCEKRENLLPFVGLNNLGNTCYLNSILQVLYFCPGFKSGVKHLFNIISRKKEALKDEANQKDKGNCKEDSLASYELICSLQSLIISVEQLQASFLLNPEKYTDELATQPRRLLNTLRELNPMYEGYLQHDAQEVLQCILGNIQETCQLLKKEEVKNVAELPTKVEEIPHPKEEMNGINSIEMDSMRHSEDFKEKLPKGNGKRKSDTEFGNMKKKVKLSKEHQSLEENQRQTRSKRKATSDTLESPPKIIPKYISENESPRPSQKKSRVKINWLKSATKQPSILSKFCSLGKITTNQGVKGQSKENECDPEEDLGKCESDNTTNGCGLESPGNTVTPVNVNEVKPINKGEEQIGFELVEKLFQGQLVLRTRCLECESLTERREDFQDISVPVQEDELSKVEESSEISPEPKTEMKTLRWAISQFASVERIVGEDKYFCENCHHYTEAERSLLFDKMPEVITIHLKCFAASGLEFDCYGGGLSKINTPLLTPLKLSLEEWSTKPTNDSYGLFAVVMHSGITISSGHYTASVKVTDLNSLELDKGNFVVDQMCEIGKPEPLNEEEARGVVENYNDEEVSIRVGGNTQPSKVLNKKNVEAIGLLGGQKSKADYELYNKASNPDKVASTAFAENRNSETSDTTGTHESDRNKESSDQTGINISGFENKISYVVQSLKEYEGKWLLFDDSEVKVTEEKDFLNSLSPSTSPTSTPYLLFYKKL
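USP1/UAF1 complex (1 nM) preincubated 15 min at room temperature with compound, then Ub-Rho substrate (150 nM final) added. Kinetic fluorescence at 480/540 nm over 6 reads at 60 s intervals; 50 mM HEPES pH 7.8, 0.5 mM EDTA, 0.1 mg/ml BSA, 1 mM TCEP, 0.01% Tween-20.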
RGS4 inh – Inhibitors of Regulator of G Protein Signaling (RGS) 4: qHTS; Transcreener GDP fluorescence polarization, RGS4-accelerated GTP hydrolysis; Potency, µM (series often up to 114 µM), for the others: at the top dose activity change, negative = inhibition, most hits filed as inhibitors; 390,000 tested, 0.039% active; AID 504845, 2011; note: potency is the fitted concentration of half-maximal effect; % is set by controls: 0 for no effect and ±100 for the full control effect; nearly all actives have a fitted effect of over 75% in size; some results filed as inactive show a strong effect at the top dose
Target sequence (P49798 whole entry, looked up): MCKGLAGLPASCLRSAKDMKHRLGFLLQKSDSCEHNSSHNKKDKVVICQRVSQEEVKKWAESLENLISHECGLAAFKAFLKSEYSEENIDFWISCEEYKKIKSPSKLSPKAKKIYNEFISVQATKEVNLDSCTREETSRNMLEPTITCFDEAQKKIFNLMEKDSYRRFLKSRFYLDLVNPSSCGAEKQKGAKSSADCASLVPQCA
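MLSMR compounds (23 nl, pin-transferred) preincubated 10 min at room temperature with a 500nM (2x) first reagent, then RGS4 at 900nM (2x) plus Transcreener GDP mix added; fluorescence polarization (620/688 nm) read before and after 90 min at 30 °C.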
mIDH1 inhibitor – qHTS for Inhibitors of mutant isocitrate dehydrogenase 1 (IDH1): qHTS; 390,000 tested, 0.093% active; IDH1-R132H enzyme, NADPH consumption, diaphorase/resazurin fluorescence; Potency, µM (series often up to 76.6 µM), for the others: at the top dose activity change, negative = inhibition, hits mostly inhibitors; note: potency is the fitted concentration of half-maximal effect; % is set by controls: 0 for no effect and ±100 for the full control effect; nearly all actives have a fitted effect of over 65% in size
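IDH1-R132H (0.5 ug/mL dispensed) in pH 7.5 Tris buffer was preincubated 30 min with compound, then given a substrate mix of 0.016 mM NADPH and 2 mM alpha-KG for 80 min at room temperature; remaining NADPH was read by diaphorase/resazurin fluorescence.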
TrxR1 substrate – qHTS Assay for Substrates of Mammalian Selenoprotein Thioredoxin Reductase 1 (TrxR1): qHTS. Thioredoxin reductase 1, cytoplasmic (Rattus norvegicus), O89049. purified TrxR1 substrate turnover, NADPH consumption readout. Potency, µM (series often up to 114 µM), for the others: at the highest dose activity change, negative = substrate turnover. 390,000 tested, 0.01% active. AID 588456, 2011; note: potency is the fitted concentration of half-maximal effect; % is set by controls: 0 for no effect and ±100 for the full control effect; nearly all actives have a fitted effect of over 50% in size
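Rat TrxR1, dispensed at 90 nM, was prereduced with 400 uM NADPH (final) for 5 min at ~22 deg C, then incubated with compound 15 min before 400 uM selenite. A first-read NADPH fluorescence drop versus no-compound background flagged substrates.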
Vif-APOBEC3G blk – qHTS for Inhibitors of Vif-A3G Interactions: qHTS. DNA dC->dU-editing enzyme APOBEC-3G (Homo sapiens), Q9HC16. HeLa A3G-eYFP + Vif (tagged APOBEC3G with the HIV-1 protein that degrades it), YFP fluorescence, overnight. Potency, µM (doses to about 46.1 µM), inactives show top-dose activity, negative = active, most hits filed as inhibitors. 410,000 tested, 0.076% active. AID 602310, 2012;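 note: potency is the fitted concentration of half-maximal effect; % is set by controls: 0 for no effect and ±100 for the full control effect; nearly all actives have a fitted effect of over 60% in size; hits raise eYFP signal because A3G escapes Vif-driven loss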
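HeLa cells stably expressing Vif and C-terminally eYFP-tagged A3G, seeded overnight at 37 deg C, then exposed to compound by pintool overnight at 37 deg C. Rise in yellow fluorescence (Ex 488/Em 500-530, Acumen) marks blocked Vif-driven A3G degradation.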
rTrxR1 inhibitor – qHTS Assay for Inhibitors of Mammalian Selenoprotein Thioredoxin Reductase 1 (TrxR1): qHTS. recombinant rTrxR1, NADPH fluorescence consumption, selenite substrate. Thioredoxin reductase 1, cytoplasmic (Rattus norvegicus), O89049. 390,000 tested, 1% active. Potency, µM (highest dose often 114 µM), for the others: at the top dose activity change, negative = inhibition, actives largely listed as inhibitors; note: potency is the fitted concentration of half-maximal effect; % is set by controls: 0 for no effect and ±100 for the full control effect; nearly all actives have a fitted effect of over 65% in size
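Rat TrxR1 (90 nM in the dispensed reagent) was pre-reduced with 400 uM NADPH for 5 min at room temperature, then incubated with compound for 15 min. After 400 uM selenite was added, NADPH fluorescence (Ex 340/Em 450 nm) was followed for 8 min.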
GRP78 ERSR act – qHTS for Inducers of the Endoplasmic Reticulum Stress Response (ERSR) in Human Glioma: qHTS. U87-MG GRP78 promoter luciferase reporter, 16 h. 420,000 tested, 0.02% active. AID 602332, 2012. Potency, µM, without a hit: at the highest dose activation, most hits filed as activators; note: potency is the fitted concentration of half-maximal effect; series mostly up to about 76 µM; % of control where 0% means no effect; nearly all actives have a fitted effect of over 35% in size
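Stably transfected U87-MG glioma cells carrying a GRP78-based luciferase sensor; 16 h compound incubation. Luminescence end-point read 10 min after Bright-Glo addition at room temperature.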
LDHA block – qHTS assay for inhibitors of human lactate dehydrogenase | purified LDHA, NADH/diaphorase-resazurin fluorescence; hits give low values | 480,000 tested, 0.15% active | activity change, % (values are at about 110 or 230 µM); in the data active = activity change below about -30%; inconclusive = mostly about -25% to -30%;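 note: plate controls were DMSO wells for no effect and wells without enzyme for full effect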
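Human LDH5 (2 nM) was incubated with 0.06 mM NADH and 0.2 mM pyruvate for 5 min at room temperature in Tris pH 7.4. Remaining NADH was coupled through diaphorase/resazurin, and resorufin fluorescence was read at 0 and 20 min.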
* hit, by the source's call; [ ] = dose if it differs, or a comment. Unless noted, calls come from the whole dose curve; as a rule, active = well fitted curve in the direction sought with a large enough effect; inconclusive = small, poorly fitted or top-dose-only effect, or another doubt; inactive = no such curve, though single readings can be large; an effect the other way counts as inactive or inconclusive. Only part of the results is shown; rates above refer to the full screens.

How did COc1ccc(-c2sc3ccc(N4CCOCC4)cc3c2C#CCCO)cc1 do in these assays?
Vif-APOBEC3F blk: 2.0%; USP1 inh: -13.1%; RGS4 inh: -0.4%; mIDH1 inhibitor: 13.7%; TrxR1 substrate: 11.2%; Vif-APOBEC3G blk: -5.7%; rTrxR1 inhibitor: -15.6%[57.1 µM]; GRP78 ERSR act: -1.6%; LDHA block: 7.0

Results for NC(=O)c1sc2nc3c(cc2c1N)CCC3 ?
Vif-APOBEC3F blk: -0.9%; USP1 inh: -21.4%; RGS4 inh: 6.8%; mIDH1 inhibitor: 1.6%; TrxR1 substrate: 3.8%; Vif-APOBEC3G blk: 2.7%; rTrxR1 inhibitor: 25.5%; GRP78 ERSR act: 1.5%; LDHA block: -0.1

Results for COc1ccc(N2CC(C(=O)Nc3ccccc3N3CCCC3)CC2=O)c(OC)c1 (stereo not given) ?
Vif-APOBEC3F blk: -0.8%; USP1 inh: -19.2%; RGS4 inh: 2.3%; mIDH1 inhibitor: 6.3%; TrxR1 substrate: -5.5%; Vif-APOBEC3G blk: inconclusive; rTrxR1 inhibitor: -5.8%; GRP78 ERSR act: -2.5%; LDHA block: 6.4

What do the screens show for `CCOc1ccc(NC(=O)CSc2nnc(Cn3cnc([N+](=O)[O-])n3)n2CC)cc1`?
Vif-APOBEC3F blk: -5.2%; USP1 inh: -10.3%; RGS4 inh: 3.0%; mIDH1 inhibitor: 8.4%; TrxR1 substrate: -5.8%; Vif-APOBEC3G blk: 1.9%; rTrxR1 inhibitor: -74.5%; GRP78 ERSR act: -3.7%; LDHA block: 4.6

What do the screens show for `O=C(COC(=O)C1CC2C=CC1C2)NCc1ccco1` (stereo not given)?
Vif-APOBEC3F blk: 2.0%; USP1 inh: -7.8%; RGS4 inh: -34.9%; mIDH1 inhibitor: 6.2%; TrxR1 substrate: 5.1%; Vif-APOBEC3G blk: 0.4%; rTrxR1 inhibitor: inconclusive; GRP78 ERSR act: -1.5%; LDHA block: 0.0

How did CN1C(=O)C2(OCC(CO)([N+](=O)[O-])CO2)c2ccccc21 (stereo not given) do in these assays?
Vif-APOBEC3F blk: -8.3%; USP1 inh: -9.6%; RGS4 inh: 40.1%; mIDH1 inhibitor: 13.2%; TrxR1 substrate: 4.4%; Vif-APOBEC3G blk: -6.3%; rTrxR1 inhibitor: 19.5%; GRP78 ERSR act: 5.5%; LDHA block: -4.6

Results for Cc1ccc2oc(-c3ccc(NC(=O)CCC(=O)O)cc3)nc2c1 ?
Vif-APOBEC3F blk: -5.7%; USP1 inh: -32.3%; RGS4 inh: 3.1%; mIDH1 inhibitor: -2.6%; TrxR1 substrate: 325.0%[activator]; Vif-APOBEC3G blk: -7.8%; rTrxR1 inhibitor: 28.6%; GRP78 ERSR act: -0.3%; LDHA block: 0.1

How did O=C(Nc1cccc(Cl)c1)NC1CCCCC1 do in these assays?
Vif-APOBEC3F blk: -1.9%; USP1 inh: -19.0%; RGS4 inh: -14.8%; mIDH1 inhibitor: 3.5%; TrxR1 substrate: -2.8%; Vif-APOBEC3G blk: 4.1%; rTrxR1 inhibitor: 5.2%; GRP78 ERSR act: 5.1%; LDHA block: -7.7

How did N#Cc1ccc(COC(=O)CC(NC(N)=O)c2ccc(Cl)cc2)cc1 (stereo not given) do in these assays?
Vif-APOBEC3F blk: 5.2%; USP1 inh: -14.7%; RGS4 inh: 7.8%; mIDH1 inhibitor: 0.0%; TrxR1 substrate: 6.9%; Vif-APOBEC3G blk: 1.6%; rTrxR1 inhibitor: 14.9%; GRP78 ERSR act: -3.2%; LDHA block: -4.8

What do the screens show for `O=C(CN1C(=O)C2CCCCC2C1=O)NC1CCCc2ccccc21` (stereo not given)?
Vif-APOBEC3F blk: 11.0%; USP1 inh: -20.9%; RGS4 inh: -1.3%; mIDH1 inhibitor: 4.5%; TrxR1 substrate: -6.0%; Vif-APOBEC3G blk: 2.0%; rTrxR1 inhibitor: -6.2%; GRP78 ERSR act: -1.7%; LDHA block: -2.8

How did COc1ccc(Br)cc1C1NC(c2ccc3c(c2)OCO3)=CC(c2cc(Cl)ccc2O)N1 (stereo not given) do in these assays?
RGS4 inh: -14.8%; TrxR1 substrate: -4.9%; Vif-APOBEC3G blk: -13.4%; rTrxR1 inhibitor: inconclusive; GRP78 ERSR act: inconclusive; LDHA block: -0.6

Results for O=[N+]([O-])c1ccc(-c2nc3ccc([N+](=O)[O-])cc3[nH]2)cc1 ?
Vif-APOBEC3F blk: 8.5%; USP1 inh: -8.2%; RGS4 inh: -28.0%[11.4 µM]; mIDH1 inhibitor: 12.3%; TrxR1 substrate: 0.6%; Vif-APOBEC3G blk: 10.3%; rTrxR1 inhibitor: 7.7%; GRP78 ERSR act: -4.6%; LDHA block: -1.3

Results for Cc1cc(C)c(OCC(=O)OCC(=O)N2c3ccccc3CC2C)c(C)c1 (stereo not given) ?
Vif-APOBEC3F blk: -7.8%; USP1 inh: -9.1%; RGS4 inh: 12.5%; mIDH1 inhibitor: 2.3%; TrxR1 substrate: -4.1%[57.1 µM]; Vif-APOBEC3G blk: -4.6%; rTrxR1 inhibitor: 10.6%; GRP78 ERSR act: -5.3%; LDHA block: 0.3

What do the screens show for `O=C(CSc1nnc(-c2ccccc2F)n1C1CC1)NC(=O)c1cccc([N+](=O)[O-])c1`?
Vif-APOBEC3F blk: 7.0%; USP1 inh: -12.9%; RGS4 inh: -25.6%; mIDH1 inhibitor: 10.2%; TrxR1 substrate: -6.9%; Vif-APOBEC3G blk: 3.6%; rTrxR1 inhibitor: -9.0%; GRP78 ERSR act: -3.9%; LDHA block: 1.9

What do the screens show for `CC(=O)N1CCN(S(=O)(=O)c2cccc(C(=O)Nc3ccccc3N3CCOCC3)c2)CC1`?
Vif-APOBEC3F blk: -6.1%; USP1 inh: -2.4%; RGS4 inh: 25.5%; mIDH1 inhibitor: -0.6%; TrxR1 substrate: 2.5%[57.1 µM]; Vif-APOBEC3G blk: 1.0%; rTrxR1 inhibitor: 9.1%[57.1 µM]; GRP78 ERSR act: -1.4%; LDHA block: -4.7

How did C=CCNC1=C(Cl)C(=O)N(c2ccccc2Cl)C1=O do in these assays?
Vif-APOBEC3F blk: -0.7%; USP1 inh: -24.7%; RGS4 inh: -15.1%; mIDH1 inhibitor: 0.6%; TrxR1 substrate: -6.5%; Vif-APOBEC3G blk: 0.6%; rTrxR1 inhibitor: 25.1µM*; GRP78 ERSR act: -2.5%; LDHA block: -1.5

Results for CCNC(=O)CC1C(=O)N(c2ccc(F)cc2)C(=O)N1Cc1ccccn1 (stereo not given) ?
Vif-APOBEC3F blk: -0.7%; USP1 inh: -9.5%; RGS4 inh: inconclusive; mIDH1 inhibitor: -1.2%; TrxR1 substrate: 3.1%; Vif-APOBEC3G blk: -0.2%; rTrxR1 inhibitor: 18.7%; GRP78 ERSR act: -2.9%; LDHA block: -5.5

What do the screens show for `O=C(CN1CCN(C/C=C/c2ccccc2)CC1)NC(=O)NC1CCCCC1`?
Vif-APOBEC3F blk: 3.5%; USP1 inh: -3.2%; RGS4 inh: -24.5%; mIDH1 inhibitor: 3.9%; TrxR1 substrate: 5.0%[57.1 µM]; Vif-APOBEC3G blk: 0.5%; rTrxR1 inhibitor: 20.1%[57.1 µM]; GRP78 ERSR act: -6.6%; LDHA block: -7.9

What do the screens show for `CCC1(c2ccccc2)NC(=O)N(CC(=O)NC2CCCC2)C1=O` (stereo not given)?
Vif-APOBEC3F blk: 4.9%; USP1 inh: -11.3%; RGS4 inh: -5.2%; mIDH1 inhibitor: 0.8%; TrxR1 substrate: -4.3%; Vif-APOBEC3G blk: -0.4%; rTrxR1 inhibitor: -6.2%; GRP78 ERSR act: -3.1%; LDHA block: -6.0

What do the screens show for `CC(C)c1ccccc1NC(=S)NCc1ccccc1F`?
Vif-APOBEC3F blk: inconclusive; USP1 inh: -7.8%; RGS4 inh: 13.3%; mIDH1 inhibitor: 17.3%; TrxR1 substrate: 6.3%[57.1 µM]; Vif-APOBEC3G blk: 2.5%; rTrxR1 inhibitor: 7.7%[57.1 µM]; GRP78 ERSR act: -2.5%; LDHA block: -9.5

What do the screens show for `CC(C)Oc1cc(NC(=O)CSCC(=O)Nc2cccc(C(F)(F)F)c2)c(Cl)cc1Cl`?
Vif-APOBEC3F blk: -4.8%; USP1 inh: -10.2%; RGS4 inh: -8.5%; mIDH1 inhibitor: 3.3%; TrxR1 substrate: -4.3%; Vif-APOBEC3G blk: -9.4%; rTrxR1 inhibitor: 12.4%; GRP78 ERSR act: -2.4%; LDHA block: 5.0

Source: PubChem (National Center for Advancing Translational Sciences (NCATS))
